PGC1a acetyl inh = PGC1a acetylation modulation, inhibitor mode | inhibition, % at 15.6 µM | 350,000 tested, 0.17% active | U2OS PGC1a acetylation, AlphaScreen anti-acetyl-lysine; with virally co-expressed GCN5 acetyltransferase;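 active means every replicate shows inhibition of at least 40%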;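 further: 0% = neutral control wells and 100% = positive control wells; some results beyond the cut were filed as inactive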
FN deposition inh = fibronectin deposition inhibition | AH1F fibroblasts, Alexa488-fibronectin deposition fluorescence, overnight | inhibition, % at 12.6 µM | 350,000 tested, 0.086% active;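 active means mean inhibition across replicates of 30% or more, regardless of how many single replicates reach that level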;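 further: positive control wells lacked labelled fibronectin entirely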
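Material: AH1F fibroblast monolayer depositing Alexa488-labelled fibronectin into matrix / Amount: 10000 AH1F cells per well / Signal: fluorescence 485/525 nm / Medium: DMEM, 2% serum / Compound: single dose, pinned / Incubation: 1 h cell adhesion before compound, then overnight fibronectin incubation / Reagent: Alexa488-FN, 24 nM final / Read-out: inhibition of fibronectin deposition signal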
PglD DTNB = PglD (C. jejuni) enzyme inhibition | purified PglD enzyme, DTNB colorimetric CoA detection | inhibition, % at 12.5 µM | 360,000 tested, 0.098% active | AID 602405; in the data active means inhibition above about 16%, passing the limit was not always enough; further: strong numbers were not always called active
S100A4 MyoIIA = S100A4-myosin IIA interaction inhibition; inhibition, % at 10.7 µM; S100A4/TAMRA-MyoIIA peptide fluorescence polarization; AID 652163; 360,000 tested, 0.14% active;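 active means mean inhibition of at least 70% across replicates, with every replicate also reaching that level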
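System – human S100A4 monomer protein, biochemical binding assay · Buffer or medium – Calcium-containing HEPES buffer, pH 7.2 · Timing – 5 min between mix addition and reading · Also added – TAMRA-labelled myosin IIA heavy-chain peptide probe, 5 nM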
EWS-Fli inh = EWS/Fli transcriptional activity inhibition. AID 651661. 350,000 tested, 0.67% active. A673 NR0B1-luciferase reporter, viability-normalised. inhibition, % at 12.6 µM;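 active means mean inhibition of at least 50% after viability correction, with every replicate also passing that limit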;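 further: firefly luciferase signal divided by Alamar Blue viability fluorescence both relative to DMSO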
ERAP1 HTS inh = blocks human ERAP1 aminopeptidase activity. recombinant ERAP1, Leu-AMC fluorescence, 60 min. inhibition, % at 10.7 µM. 340,000 tested, 0.15% active;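 active means mean replicate inhibition of at least 30%, or all replicates individually reaching that 30% level; inactive means mean below 30% and not every replicate reaching it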;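 further: 0% = neutral control wells and 100% = L-leucinethiol positive control wells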
Target sequence (Q9NZ08 whole entry, looked up): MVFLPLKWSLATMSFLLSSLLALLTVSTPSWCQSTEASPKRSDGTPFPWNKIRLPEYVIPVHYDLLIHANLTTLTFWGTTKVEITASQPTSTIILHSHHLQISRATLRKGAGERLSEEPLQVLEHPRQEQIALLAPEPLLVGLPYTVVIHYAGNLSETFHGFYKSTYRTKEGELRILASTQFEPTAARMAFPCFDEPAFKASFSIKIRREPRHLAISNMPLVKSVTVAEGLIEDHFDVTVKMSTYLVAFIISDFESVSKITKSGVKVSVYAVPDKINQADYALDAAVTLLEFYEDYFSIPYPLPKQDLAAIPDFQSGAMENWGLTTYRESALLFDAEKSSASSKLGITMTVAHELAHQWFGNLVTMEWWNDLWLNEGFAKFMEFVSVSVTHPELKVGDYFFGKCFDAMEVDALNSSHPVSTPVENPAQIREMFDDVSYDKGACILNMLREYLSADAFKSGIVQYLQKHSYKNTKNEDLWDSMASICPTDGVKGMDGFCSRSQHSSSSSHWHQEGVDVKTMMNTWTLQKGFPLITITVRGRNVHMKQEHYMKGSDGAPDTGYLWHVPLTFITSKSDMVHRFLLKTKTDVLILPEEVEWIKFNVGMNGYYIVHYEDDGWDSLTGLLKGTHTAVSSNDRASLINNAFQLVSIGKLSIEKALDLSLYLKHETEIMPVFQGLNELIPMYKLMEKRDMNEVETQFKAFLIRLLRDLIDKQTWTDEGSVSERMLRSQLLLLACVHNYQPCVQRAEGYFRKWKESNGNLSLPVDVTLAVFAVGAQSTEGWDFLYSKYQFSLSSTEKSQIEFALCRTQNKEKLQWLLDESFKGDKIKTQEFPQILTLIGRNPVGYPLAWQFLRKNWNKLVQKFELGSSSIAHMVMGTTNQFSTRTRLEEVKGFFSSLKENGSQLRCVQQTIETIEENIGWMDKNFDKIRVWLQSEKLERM
LGR2 antag = Drosophila LGR2 receptor signaling inhibition | 380,000 tested, 0.35% active | HEK293 LGR2, CRE-luciferase, bursicon-stimulated, 4 h | inhibition, % at 9.99 µM;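 active means drop in luminescence signal, shown as inhibition above about 50% in the replicate tests, limit read from the data, passing the limit was not always enough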;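 further: agonist challenge used bursicon conditioned medium at about half maximal strength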
PAX8 inh HTS = inhibitors of PAX8 transcriptional activity in RMG-I cells | RMG-I TPO-luciferase reporter, SteadyGlo, 24 h | inhibition, % at 12.6 µM | 360,000 tested, 1.2% active;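 active means mean replicate inhibition at least 60% with every replicate also reaching 60%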;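 further: luciferase light reporting Pax8 driven TPO promoter activity; plate controls were median of neutral control wells for no effect and mitoxantrone controls for full effect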
Active calls of the source: *; x = not tested or not shown; & = joins results of further samples.

SMILES	PGC1a acetyl inh	FN deposition inh	PglD DTNB	S100A4 MyoIIA	EWS-Fli inh	ERAP1 HTS inh	LGR2 antag	PAX8 inh HTS
CC1CN(C(=O)COC(=O)c2ccc3ccccc3c2)CC(C)O1 (stereo unspecified)	x	-1	-6	-9	4	-3	-5	-3
O=S(=O)(c1ccccc1Br)N(CC(O)COCc1ccccc1)C1CC1 (stereo unspecified)	x	-6	3	-3	1	-8	-30	-3
C[C@@H]1CCCCO[C@@H](CN(C)S(=O)(=O)c2cn(C)cn2)[C@@H](C)CN([C@@H](C)CO)C(=O)c2cc(NC(=O)Nc3ccc(C(F)(F)F)cc3)ccc2O1	1	x	0	x	2	x	-2	14
CS(=O)(=O)Nc1ccc(C(=O)NCCSc2ccc(Cl)cc2)cc1	0	-9	1	-5	1	0	2	37
C[C@@H]1CN([C@@H](C)CO)C(=O)c2cc(NC(=O)Nc3ccccc3)ccc2O[C@@H]1CN(C)S(=O)(=O)c1cn(C)cn1	-3	x	0	-13	-11	-2	2	x
O=C(/C=C/c1ccc(F)cc1)Nc1ccc(S(=O)(=O)N2CCOCC2)cc1	1	x	-2	1	5	-2	-2	2
CCOC(=O)C1=CC[C@@H](c2ccc([N+](=O)[O-])cc2)N(S(=O)(=O)c2ccc(C)cc2)[C@H]1c1ccccc1	-57	2	0	-2	-1	-1	9	-28
Cc1ccc(C(=O)Nc2ccccc2-c2ccccc2)cc1S(=O)(=O)Nc1ccccc1	-40	-4	1	0	13	6	-5	-19
COc1ccc(S(=O)(=O)N2CCOCC2)cc1NC(=O)CSc1n[nH]c(=O)n1C1CC1	27	-2	3	-2	-3	-1	6	-3
Cc1ccc(S(=O)(=O)Nc2cccc3c2O[C@@H](CN(C)S(=O)(=O)c2ccccc2)[C@@H](C)CN([C@@H](C)CO)C3=O)cc1	3	x	-1	-10	-12	-2	4	-26
CCCC(C)NC(=O)CSc1nnc2ccccn12 (stereo unspecified)	x	3	x	0	-6	4	18	4
O=C(NCCOCCOCCNC(=O)c1cccnc1)c1cccnc1	-29	4	5	x	x	x	x	2
CC(=O)Nc1ccc(NC(=O)c2cc(S(=O)(=O)N3CCCCC3)ccc2C)cc1	-1	-2	-3	-1	-5	0	13	-2
C=C(C)Cn1c(SCC(=O)N/N=C/c2ccccc2)nc2ccccc2c1=O	7	4	1	-3	-1	-3	8	-5
CN(Cc1cccs1)CC(O)COCc1ccco1 (stereo unspecified)	3	-9	6	x	x	x	x	-5
Cn1c(=S)[nH]c2scc(-c3cccs3)c2c1=O	3	x	x	-1	16	2	-7	15
C=CCOc1cccc(C2/C(=C(\O)c3ccc4c(c3)OCCO4)C(=O)C(=O)N2CCN2CCOCC2)c1 (stereo unspecified)	-11	1	-1	-6	x	4	-14	-19
Cc1cc(C)cc(N2CC(C(=O)Nc3cc(C)on3)CC2=O)c1 (stereo unspecified)	x	1	-4	-2	0	0	4	-19
CC(OC(=O)c1cc(S(=O)(=O)N2CCOCC2)ccc1F)C(=O)NC1CCCC1 (stereo unspecified)	-7	-4	-3	4	1	1	13	-7
C=CSc1sc(Cl)c(N2CCOCC2)c1[N+](=O)[O-]	-1	1	x	-1	0	-5	9	-2
S=c1nc(C23CC4CC(CC(C4)C2)C3)[nH][nH]1	x	-2	x	-1	6	x	-26	-19
COc1cccc(-c2ccc3c(c2)O[C@@H](CN(C)C(=O)C2CCCCC2)[C@@H](C)CN([C@H](C)CO)S3(=O)=O)c1	-9	x	1	1	10	2	11	16
Cc1ccc(S(=O)(=O)N(C)C[C@@H]2OCCCC[C@H](C)Oc3ccc(N(C)C)cc3C(=O)N([C@H](C)CO)C[C@@H]2C)cc1	-14	-5	x	x	-3	x	20	-22
CCC(CO)Oc1cc(NC(=O)c2cccc([N+](=O)[O-])c2)c2ncn(C(C)C)c2c1 (stereo unspecified)	-11	4	-2&2	2	-2	-4	1	4
COc1cc2c(cc1OC)[C@@H](NC(=O)CCc1ccccc1)[C@H](O)C2	x	-6	-3	3	4	0	-14	-11
COc1ccc(NC(=O)COC(=O)CCOc2ccccc2C)cc1Cl	x	5	x	-1	-1	1	33	x
Cc1cc(/C=N/N2CCN(C)CC2)c(C)n1-c1ccc(Cl)cc1	14	-4	0	-1	-16	3	-1	-2
COC(=O)c1ccc(CN2CCCC(CNC(=O)Cc3ccc(OC)cc3)C2)cc1 (stereo unspecified)	5	-7	-3	-8	4	-1	x	14
O=C(Nc1cc(C(F)(F)F)ccc1Cl)C(NCc1ccccc1)c1ccccc1 (stereo unspecified)	0	-1	-3	x	x	x	9	-11
C#CCOCCOCCOCCNc1nc(N2CCN(C(=O)[C@H](CCCN=C(N)N)n3cc(C(N)[C@@H](C)CC)nn3)CC2)nc(N2CCN(C(=O)[C@H](CC(N)=O)n3cc([C@@H](N)C(C)C)nn3)CC2)n1 (stereo partly specified)	-4	5	0	7	-7	-4	1	-7
C[C@H](CO)N1C[C@H](C)[C@@H](CN(C)S(=O)(=O)c2cccs2)Oc2c(NC(=O)C3CCCCC3)cccc2C1=O	0&-14	9	0	-23&-30	1&-1	1	-9&5	-6&-18
CS(=O)(=O)Nc1ccc2c(c1)[C@H]1C[C@H](CC(=O)NCc3ccc(Cl)cc3)O[C@H](CO)[C@H]1O2	-5	-3	-5	2	0	0	19	27
N#Cc1cccc(NC(=O)Cn2c3[n+](c4ccc(C(F)(F)F)cc42)CCCCC3)c1	3	-2	3	5	x	4	11	-9
C[C@H]1CN([C@@H](C)CO)C(=O)c2cc(NC(=O)CCN3CCOCC3)ccc2O[C@@H]1CN(C)C(=O)Nc1cccc2ccccc12	-3	x	x	x	5	x	3	5
CCCC#Cc1ccc(CC[C@H]2O[C@H]3CC[C@H](CO)O[C@H]3C[C@H]2NC(=O)CN2CCOCC2)cc1	-10	x	x	9	4	1	x	1
O=C(NCC1CCCCC1)[C@H]1N[C@H]2c3ccc(C4=CCCC4)c(=O)n3C[C@H]2[C@@H]1CO	x	x	-1	-6	-37	-3	-1	x

Structures shown so far that contain an aryl methoxy group, in the order listed:
SMILES	PGC1a acetyl inh	FN deposition inh	PglD DTNB	S100A4 MyoIIA	EWS-Fli inh	ERAP1 HTS inh	LGR2 antag	PAX8 inh HTS
COc1ccc(S(=O)(=O)N2CCOCC2)cc1NC(=O)CSc1n[nH]c(=O)n1C1CC1	27	-2	3	-2	-3	-1	6	-3
COc1cccc(-c2ccc3c(c2)O[C@@H](CN(C)C(=O)C2CCCCC2)[C@@H](C)CN([C@H](C)CO)S3(=O)=O)c1	-9	x	1	1	10	2	11	16
COc1cc2c(cc1OC)[C@@H](NC(=O)CCc1ccccc1)[C@H](O)C2	x	-6	-3	3	4	0	-14	-11
COc1ccc(NC(=O)COC(=O)CCOc2ccccc2C)cc1Cl	x	5	x	-1	-1	1	33	x
COC(=O)c1ccc(CN2CCCC(CNC(=O)Cc3ccc(OC)cc3)C2)cc1 (stereo unspecified)	5	-7	-3	-8	4	-1	x	14

The listing picks up, repeating the 3 entries before the break.
SMILES	PGC1a acetyl inh	FN deposition inh	PglD DTNB	S100A4 MyoIIA	EWS-Fli inh	ERAP1 HTS inh	LGR2 antag	PAX8 inh HTS
C[C@H]1CN([C@@H](C)CO)C(=O)c2cc(NC(=O)CCN3CCOCC3)ccc2O[C@@H]1CN(C)C(=O)Nc1cccc2ccccc12	-3	x	x	x	5	x	3	5
CCCC#Cc1ccc(CC[C@H]2O[C@H]3CC[C@H](CO)O[C@H]3C[C@H]2NC(=O)CN2CCOCC2)cc1	-10	x	x	9	4	1	x	1
O=C(NCC1CCCCC1)[C@H]1N[C@H]2c3ccc(C4=CCCC4)c(=O)n3C[C@H]2[C@@H]1CO	x	x	-1	-6	-37	-3	-1	x
Cc1ccccc1S(=O)(=O)N1CC(=O)N2[C@H](C1)[C@@H](c1ccc(C#Cc3ccccc3)cc1)[C@@H]2CO	4	x	x	9	x	0	15	x
Cc1ccc(-n2c(SCC(=O)N3CCCCC3)nc(O)c(Cc3ccccc3)c2=O)cc1	-29	0	-1	0	2	-1	3	-6
C[C@H](CO)N1C[C@H](C)[C@@H](CN(C)C(=O)CCC(F)(F)F)OCCCC[C@H](C)Oc2ccc(NC(=O)Nc3ccccc3)cc2C1=O	-5	-13	0	-9	0	-1	-6	-14
CON(C)C(=O)CCN(Cc1ccccc1)C(=O)OC(C)(C)C	7	-13	6	-1	-6	-2	15	-11
COc1ccc(-c2cc(CNS(=O)(=O)c3cc(OC)ccc3OC)on2)cc1	x	x	-2	1	0	5	8	6
OCCOc1ccc(C2=NCCO2)cc1	3	x	3	-5	-6	-1	-2	x
C[C@@H](NC(=O)C[C@@H]1C=C[C@H](NC(=O)C2CC2)[C@@H](CO)O1)c1ccccc1	5	-3	-2	3	-4	0	1	-6
CCn1c(CC(=O)Nc2ccc(F)cc2)nnc1SCC(=O)NC1CCCC1	x	-9	-7	-2	-12	-1	-5	14
CN(C)C(=O)c1ccc(-c2ccccc2[C@H]2[C@@H](C#N)N(C(=O)C3CCCCC3)[C@H]2CO)cc1	-5	10	x	-2	20	2	-2	-11
CC(C)c1ccc(OCC(=O)NC2CCCC2)cc1	6	-1	7	-2	-16	4	15	-6
COc1ccc(S(=O)(=O)Nc2ccc(N3CCOCC3)cc2)cc1[N+](=O)[O-]	-5	-9	4	9	-4	1	14	-25

Source: PubChem BioAssay
